# SMN2 splice enh: SMN2 splice variant enhancement | HEK293 SMN2-luciferase splicing reporter, luminescence, 30-36 h | Potency, µM (series often up to 46.1 µM), for the others: at the highest dose activity change, positive = activation, actives largely listed as activators | actives 2.8% (n = 210,000); note: % of control where 0% means no effect; nearly all actives have a fitted effect of over 55% in size
#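 HEK293 cells carry an SMN2 minigene-luciferase reporter in which exon 7 inclusion puts luciferase in frame. Cells were seeded at 2000 cells/well, attached for 10-12 hours, then exposed to compounds for 30-36 hours at 37C before ONE-Glo luminescence.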
# RGS12 GoLoco inh: RGS12 GoLoco-Gai1 interaction inhibition. Gai1:RGS12 GoLoco peptide FP, rhodamine, 10 min. Potency, µM (titrated, usually from 61.6 µM), inactives show at the top dose activity, negative = inhibition, actives largely listed as inhibitors. actives 0.44% (n = 230,000). AID 880; active = well fitted inhibition curve with a large enough effect, not every such curve was filed as active; inactive = no such curve, though single readings can be large or run the other way; note: % is set by controls: 0 for no effect and ±100 for the full control effect; nearly all actives have a fitted effect of over 30% in size; many of its hits are not listed in these tables
# Target sequence (P63096 whole entry, looked up): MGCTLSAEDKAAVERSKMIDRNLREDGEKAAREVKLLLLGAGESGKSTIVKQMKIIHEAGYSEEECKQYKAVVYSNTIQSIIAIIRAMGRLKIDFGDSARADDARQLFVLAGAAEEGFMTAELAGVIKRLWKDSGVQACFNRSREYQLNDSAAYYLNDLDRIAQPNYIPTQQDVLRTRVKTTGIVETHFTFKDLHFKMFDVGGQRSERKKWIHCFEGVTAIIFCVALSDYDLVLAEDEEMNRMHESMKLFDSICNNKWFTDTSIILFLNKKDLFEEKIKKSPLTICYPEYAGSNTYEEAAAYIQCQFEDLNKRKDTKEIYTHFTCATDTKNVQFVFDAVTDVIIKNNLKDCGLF
# ALDH1A1 block: inhibitors of human aldehyde dehydrogenase 1A1 | P00352 | Purified ALDH1A1, NADH fluorescence, propionaldehyde substrate | Potency, µM (doses to about 75.3 µM), inactives show top-dose activity, negative = inhibition, most hits filed as inhibitors | actives 7.3% (n = 220,000) | AID 1030; active = well fitted inhibition curve with a large enough effect, not every such curve was filed as active; inconclusive = small, poorly fitted or top-dose-only effect, or another doubt; inactive = no such curve, though single readings can be large or run the other way;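 note: plate controls were no enzyme wells and a reference inhibitor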
# Target sequence (P00352 whole entry, looked up): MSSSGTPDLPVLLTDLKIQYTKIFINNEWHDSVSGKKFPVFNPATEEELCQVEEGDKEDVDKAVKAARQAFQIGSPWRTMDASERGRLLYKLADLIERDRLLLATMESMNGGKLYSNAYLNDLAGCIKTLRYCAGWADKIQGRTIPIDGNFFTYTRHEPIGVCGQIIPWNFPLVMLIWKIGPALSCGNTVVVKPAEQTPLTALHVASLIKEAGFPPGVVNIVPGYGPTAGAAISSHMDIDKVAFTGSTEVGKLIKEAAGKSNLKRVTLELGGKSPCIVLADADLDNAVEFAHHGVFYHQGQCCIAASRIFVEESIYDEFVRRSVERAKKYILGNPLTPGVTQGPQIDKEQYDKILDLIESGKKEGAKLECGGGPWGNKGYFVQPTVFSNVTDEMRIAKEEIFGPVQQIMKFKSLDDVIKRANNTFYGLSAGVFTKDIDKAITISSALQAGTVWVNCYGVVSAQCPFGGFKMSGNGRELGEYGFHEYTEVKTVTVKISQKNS
# RECQ1 helicase: RECQ1 (human) helicase inhibition | actives 0.54% (n = 240,000) | P46063 | Potency, µM (top dose mostly 57.3 µM), for the others: at the top dose activity, negative = inhibition, most hits filed as inhibitors | RECQ1 DNA unwinding, red fluorescence kinetic read;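 note: plate controls were vehicle for no effect and no enzyme for full effect; nearly all actives have a fitted effect of over 30% in size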
#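 RECQ1T1 50 nM; forked duplex (20 bp + 30-nt ss tails) 200 nM, ATP 2 mM final; pH 8.0, 2 mM MgCl2, 2.5 ug/ml poly(dI-dC); 15 min compound preincubation; discontinuous kinetic read over 2 h at RT.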
# JMJD2E inh: JMJD2E (human) inhibition | AID 2147 | Potency, µM (doses to about 57.1 µM), inactives show at the top dose activity change, negative = inhibition, most hits filed as inhibitors | JMJD2E catalytic domain, FDH-coupled NADH fluorescence (FDH is formaldehyde dehydrogenase) | actives 1.6% (n = 230,000); active = well fitted inhibition curve with a large enough effect, not every such curve was filed as active; inconclusive = small, poorly fitted or top-dose-only effect, or another doubt; inactive = no such curve, though single readings can be large or run the other way;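 note: 0% = wells with enzyme and -100% = buffer wells without enzyme; nearly all actives have a fitted effect of over 50% in size; many of its hits are not listed in these tables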
# TexasRed fluor: Texas Red fluorescence interference in TRb-SRC2 counter-screen; TRb/SRC2 Texas Red total fluorescence interference; Potency, µM (series often up to 106 µM), for the others: at the top dose fluorescence change, negative = quenching; actives 0.29% (n = 280,000); active = well fitted curve in either direction with a large enough effect; inconclusive = small, poorly fitted or top-dose-only effect; note: % is set by controls: 0 for no effect and ±100 for the full control effect
#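 Human TRβ ligand-binding domain (0.6 uM) and Texas Red SRC2 peptide (20 nM) in Tris buffer with 1 uM T3 and 5% DMSO were incubated with pinned compound for 5 hr at ambient temperature. Total fluorescence was computed as S + 2P (555/632 nm).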
# Lamin A splicing: LMNA splicing modulation; HeLa LMNA splicing GFP/RFP minigene ratio, 48 h; Potency, µM (series often up to 46.1 µM), inactives show at the highest dose ratio change, negative = inhibition, usual class: inhibitors; actives 0.01% (n = 200,000); active = well fitted inhibition curve with a large enough effect in the signal ratio, with a control signal flat, not every such curve was filed as active; inconclusive = small, poorly fitted or top-dose-only effect, or effect the other way, or a change in a side signal; the % refers to the signal ratio; note: % is set by controls: 0 for no effect and ±100 for the full control effect
#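 S3 HeLa stable clones carrying a lamin A-EGFP splicing minigene plus DsRed2 were seeded at 600 cells/well in Opti-MEM with 2% FBS, pin-dosed and incubated 48 h at 37°C. Acumen cytometry (488 nm) gave the GFP/RFP total-intensity ratio.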
# TRb SRC2 PPI: disrupts binding of human TR beta to SRC2; Potency, µM (series often up to 106 µM), for inactives: top-dose activity change, negative = inhibition, usual class: inhibitors; actives 0.065% (n = 280,000); TRbeta-SRC2 peptide binding, fluorescence polarization; receptor liganded with 1 µM T3; AID 1469; P10828;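 note: plate controls were bound peptide for no effect and peptide without receptor for full effect; nearly all actives have a fitted effect of over 50% in size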
#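 Human TRb ligand-binding domain (0.6 uM) is mixed with 20 nM Texas Red SRC2 peptide and 1 uM T3; after compound addition and 5 hr at ambient temperature, polarization is measured and normalized to unbound and bound controls.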
# * hit, by the source's call; i = inactive; ? = inconclusive; . = not tested or not shown; & = joins results of further samples; [ ] = dose if it differs, or a comment. Unless noted, calls come from the whole dose curve; as a rule, active = well fitted curve in the direction sought with a large enough effect; inconclusive = small, poorly fitted or top-dose-only effect, or another doubt; inactive = no such curve, though single readings can be large; an effect the other way counts as inactive or inconclusive. Potency is the fitted concentration of half-maximal effect. Not all compounds are listed. The share of hits here may be higher or lower than overall.
nr	molecule	SMN2 splice enh	RGS12 GoLoco inh	ALDH1A1 block	RECQ1 helicase	JMJD2E inh	TexasRed fluor	Lamin A splicing	TRb SRC2 PPI
1	CCOc1cccc(OCCCNCCCOC)c1	-15%	10%	4%	0%	-6%	2%	7%	0%
2	Cc1ccc(-n2nc3ccc(NC(=O)c4ccc5c(c4)OCO5)cc3n2)cc1	-13%	3%	-2%	i	-28%	-2%	8%	0%
3	O=C(NCC(=O)N1CCN(S(=O)(=O)/C=C/c2ccccc2)CC1)c1ccccc1F	-5%	1%	-4%	7%	-5%	0%	.	0%
4	N/C(=N\OC(=O)c1ccc(Cl)cc1)c1cccnc1	8%	5%	0%	-8%	11%	0%	-7%	4%
5	COc1cc2c(C(=O)N3CCN(c4cccc(Cl)c4)CC3)cn(C)c(=O)c2cc1OC	9%&-3%	4%	0%	-2%	7%	-1%&-3%	?	-8%&3%
6	CCO[C@@H]1OC(C(=O)N2CCN(Cc3ccccc3)CC2)=C[C@H](c2coc3ccccc3c2=O)[C@H]1CCCO	.	-1%	-11%	-17%	-2%	-2%	.	-10%
7	COc1ccc(CCNC(=O)c2c(C)noc2C)cc1	6%	4%	7%	i	0%	0%	8%	-2%
8	COc1ccc2[nH]c(=O)c(CN(C(=O)c3cccnc3)c3ccc(C)cc3C)cc2c1	.	7%	.	i	?	-1%	.	-2%
9	CC(=O)c1sc(-c2ccc(F)cc2)cc1NS(=O)(=O)c1ccc(C)cc1	.	-4%	.	-3%	?	0%	.	6%
10	Cc1ccc(Nc2nc(CSc3nnc(-c4ccc(F)cc4)n3C)cs2)cc1	10µM*	21%	?	-3%	-1%	0%	?	-3%
11	O=C(c1ccncc1)c1nccn1-c1ccccn1	.	.	3%	i	?	1%	7%	4%
12	Cc1nnc(N/N=C/c2c[nH]c3ccccc23)[nH]c1=O	.	-6%	.	-10%	-2%	-15%	.	-8%
13	N#CCCN(Cc1ccccc1)C(=O)Nc1ccc2c(c1)CCO2	.	4%	.	2%	5%	-4%	.	-2%
14	COC(=O)[C@H](CC(C)C)NC(=O)NCCC1=CCCCC1	.	-9%	.	9%	-3%	-3%	.	-6%
15	Cc1c(C(=O)c2ccccc2)c2ccccn2c1CCc1ccccn1	-20%	7%	11µM*	i	?	4%	?	-13%
16	O=C(C1CC1)N(Cc1nc2ccccc2c(=O)[nH]1)Cc1cccs1	.	3%	.	i	-1%	-1%	.	0%
17	Cc1ccc(F)cc1NC(=O)C1CCN(c2cnccn2)CC1	-12%	11%	9%	-7%	?	-1%	-7%	-4%
18	CCCN1C(=O)/C(=C\C=C2/Sc3ccccc3N2CCO)SC1=S	-10%	216%[activator]	6%	-28%	5%	26%	4%[46 µM]	-8%
19	Cc1nn(C)cc1CN(C)C(=O)c1cc2nc(-c3ccco3)cc(C(F)(F)F)n2n1	.	.	?	0%	?	2%	0%	10%
20	Cc1ccc(-n2nnnc2SCn2nnc3ccccc3c2=O)c(C)c1	-61%[inhibitor]	2%	-9%	10%	0%	0%	?	-5%
21	O=C(CN(c1ccccc1)S(=O)(=O)c1ccc(F)cc1)NC1CCS(=O)(=O)C1 (stereo not drawn)	1%	-5%	14%	0%	-4%	0%	.	-3%
22	CCOc1ccc(-c2cc(N3C(=O)Nc4ccccc4N3O)on2)cc1	16%	1%	3%	-4%	0%	-2%	4%	-1%
23	COC(=O)CCCCCNc1ccc(C(=O)OC)cc1N	-9%	85%[activator]	?	-28%	?	7%	-13%	-27%
24	CC1CCc2sc(C(=O)OCC(=O)NC(C)C)cc2C1 (stereo not drawn)	.	7%	5%	-4%	0%	-2%	.	-3%
25	COCCCNCCOc1cc(C(C)C)ccc1C	11%	-2%	-8%	2%	-27%	-2%	-8%	-6%
26	COc1cccc(Nc2cc(C)nc3ccccc23)c1	-22%	13%	1%	i	4%	-2%	-14%	-1%
27	CC(=O)Oc1ccc(-c2ccc(C(=O)O)cc2)cc1	21%	-7%	3%	2%	0%	0%	-10%	-5%
28	COc1ccc(Cl)cc1NC(=O)C(OC)c1ccccc1 (stereo not drawn)	-13%	26%	1.6µM*	i	-10%	-1%	.	-4%
29	O=C(NCCN1CCOCC1)c1ccc([N+](=O)[O-])cc1[N+](=O)[O-]	9%	6%	2%	-1%	-3%	0%	?	2%
30	O=S(=O)(Cc1ccccc1)N1CCCc2ccccc21	13%	-10%	2%	i	8%	-3%	.	-6%
31	COc1ccccc1N=Nc1[nH]c2ccc(C)cc2c1O	3%[1.84 µM]	3.5µM*	?	-1%	4%	-2%	1%	-5%
32	COc1ccc(C(=O)NNC(=O)c2cnccn2)cc1[N+](=O)[O-]	0%	3%	-12%	-15%	-25%	-3%	1%	9%
33	COc1cc(C2NC(=O)NC(C)=C2C(=O)OC(C)(C)C)ccc1OCC(N)=O (stereo not drawn)	-15%	0%	4%	-8%	10%	0%	-11%	5%
34	COc1ccc(/C=C/C(=O)c2cc(Cl)cc(Cl)c2O)c(OC)c1	.	8%	.	0%	?	0%	.	0%
35	COc1ccc(/C=N/Nc2nc(NCc3ccco3)nc(Nc3ccc(OC)cc3)n2)cc1	-11%	12%	11µM*	-9%	?	-3%	-5%	-3%
36	O=C(/C=C/c1cccc([N+](=O)[O-])c1)n1cnc2ccccc21	-11%	28%	17%	i	-9%	-1%	?	11%
37	CCOc1ccc(C2C(C#N)=C(N)Oc3cc(C)n(Cc4ccco4)c(=O)c32)cc1OC (stereo not drawn)	.	14%	?	-2%	-5%	-1%	-15%	-4%
38	C#CCCCCCCCCCCCC(=O)CC(O)COC(C)=O (stereo not drawn)	1%	-3%	9%	-13%	7%	-1%	5%	-1%
39	CCN1CCCC1CNC(=O)c1ccccc1Cl (stereo not drawn)	5%	6%	0%	-6%	3%	2%	-6%	-6%
40	COc1ccc2oc(-c3ccco3)cc(=O)c2c1	11µM*	2%	?	2%	?	0%	-8%[46 µM]	-2%
41	Cc1cc(C)c2cc3c(ccn3C3OC[C@H](O)[C@H](O)[C@H]3O)cc2n1 (stereo partly drawn)	6%	56%[activator]	15%	0%	0%	-1%	19%	-4%
42	Nc1ccc(O)cc1C(=O)OCC(=O)C12CC3CC(CC(C3)C1)C2	-23%	-14%	?	-6%	?	-1%	-5%	?
43	COC(=O)c1ccc(/C=N/NC(=O)CC(=O)NCC(C)C)cc1	-6%	5%	-6%	-10%	-3%	-3%	-7%	4%
44	O=C(CSc1nnc(C2CC2)n1-c1ccccc1)Nc1ccc(N2CCOCC2)cc1	-12%	4%	-4%	-7%	3%	0%	-4%	-6%
45	O=C(O)CCc1nn2c3ccccc3n(Cc3ccccc3)c2nc1=O	.	-3%	?	5%	?	-4%	.	-1%
46	c1nnc(NC2=NCCCCC2)s1	14%	1%	-1%	3%	-1%	2%	-1%	2%
47	COc1cccc(CNc2ccc3c(c2)CCC3)c1	-1%	15%	13µM*	i	?	-3%	11%	3%
48	Cc1nn(CC(=O)Nc2ccccc2)c(=O)c2ccccc12	?	1%	6%	i	1%	-1%	-8%	6%
49	CN1CCN(C(=S)NC(=O)c2ccc(Br)cc2)CC1	.	2%	.	-3%	3%	-3%	.	-2%
50	CNC(=O)NC(=O)CSc1ccc(NC(C)=O)cc1	6%	-7%	5%	-14%	-1%	0%	5%	-5%
51	C1CCCC1	-2%	-2%	-3%	-24%	.	-1%	.	2%
52	[O-][N+]12CC[N+]([O-])(CC1)c1ccccc12	5%	9%	-2%	i	3%	-4%	-2%	-1%
53	COCCn1c(C)cc(C(=O)COC(=O)/C=C/c2cccc(OC)c2)c1C	14%	7%	?	-7%	?	-1%	.	8%
54	CN(C)S(=O)(=O)c1ccc(C(=O)OCC(=O)c2ccc(OC(F)F)cc2OC(F)F)cc1	6%	5%	?	-5%	-4%	0%	?	4%
55	CCOC(=O)N1CCC(=NNC(N)=O)CC1	-10%	4%	-13%	0%	-4%	-4%	.	-6%
56	Cn1nc(-c2ccc(Cl)cc2)c2cc(C(=O)NCCCN3CCOCC3)sc21	-5%	13%	?	16%	?	2%	?	0%
57	Cc1ccc2cc(CN(CC(C)C)C(=O)C3CCCO3)c(=O)[nH]c2c1 (stereo not drawn)	?	18%	?	-4%	?	3%	-6%	4%
58	Cc1onc(-c2ccccc2)c1C(=O)N(Cc1ccco1)Cc1cccs1	-15%	-9%	?	i	-5%	-2%	.	-1%
59	O=C(O)C1=C[C@@H](C2CCCCC2)C[C@@H](OCCCCO)O1	.	4%	1%	-5%	6%	-1%	.	-7%
60	CC(C)(C)NC(=O)COC(=O)c1ccc(Cl)nc1	21%	0%	4%	i	9%	0%	.	1%

# Continued.
nr	molecule	SMN2 splice enh	RGS12 GoLoco inh	ALDH1A1 block	RECQ1 helicase	JMJD2E inh	TexasRed fluor	Lamin A splicing	TRb SRC2 PPI
61	Cc1ccccc1NC(=O)Cn1c(O)c(N=NC(=O)c2ccccc2O)c2ccccc21	3%	22%	-4%	-4%	-2%	-1%	-9%	1%
62	COc1ccccc1N1CCN(S(=O)(=O)c2ccc(-n3cnnn3)c(C)c2)CC1	-22%	-5%	?	10%	2%	0%	-15%	7%
63	CCCS/C(N)=N/N=C/c1cc(C)ccc1O	-14%	7%	1%	i	-22%	-3%	?	1%
64	CCOC(=O)c1oc2cc(C)cc(O)c2c(=O)c1-c1csc(C)n1	18%	-11%	3%	7%	3%	3%	5%	9%
65	CCC1=C(OC(=O)N(CC)CC)N2C(=O)OC(=NCC(=O)OC)[C@]2(C)[C@H]2C1=CC[C@H]1C(=O)N(CC)C(=O)[C@H]12	-6%	-4%&13%	3%	-5%	0%&-6%	-5%&0%	.	2%&4%
66	Clc1c(CSc2nc3ccccc3o2)nc2ccccn12	14µM*	4%	-6%	i	-2%	-5%	-4%	0%

# High-throughput results (PubChem)
